NPSR antagonist = antagonists of human neuropeptide S receptor cAMP signaling; Q6W5P4; CHO-NPSR cells, cAMP TR-FRET, antagonist mode; Potency, µM (doses to about 38.3 µM), without a hit: at the highest dose activity change, negative = inhibition, most hits filed as inhibitors; actives 1% (n = 220,000); further: potency means the concentration at half of the fitted maximal effect; on the % scale 0 is the no-effect control and ±100 the full control effect; nearly all actives have a fitted effect of over 50% in size; many of its hits are not listed in these tables
Target sequence (Q6W5P4 whole entry, looked up): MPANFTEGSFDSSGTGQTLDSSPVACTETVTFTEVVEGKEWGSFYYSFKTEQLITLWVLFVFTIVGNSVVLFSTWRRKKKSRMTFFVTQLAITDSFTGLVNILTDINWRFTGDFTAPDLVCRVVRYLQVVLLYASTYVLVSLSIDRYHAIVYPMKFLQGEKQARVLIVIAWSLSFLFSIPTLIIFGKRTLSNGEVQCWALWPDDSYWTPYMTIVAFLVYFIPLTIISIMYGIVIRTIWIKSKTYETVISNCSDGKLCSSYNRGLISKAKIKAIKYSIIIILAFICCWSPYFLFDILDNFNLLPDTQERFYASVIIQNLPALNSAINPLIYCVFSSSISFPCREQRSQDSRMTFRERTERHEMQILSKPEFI
Epigenetic reg = regulators of epigenetic silencing causing reporter derepression in mouse cells | Potency, µM (series often up to 53.9 µM), for inactives: top-dose GFP activation, most hits filed as activators | murine LDR cells, GFP reporter derepression, 30 h | actives 0.2% (n = 280,000); further: potency means the concentration at half of the fitted maximal effect; % of control where 0% means no effect; nearly all actives have a fitted effect of over 60% in size
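Derepression of a silenced CMV-GFP reporter in murine LDR cells is scored by enumerating GFP-positive cells with a laser-scanning microplate cytometer after 30 hours of treatment at 37 C.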
Luc counter = blocks Kinase-Glo luciferase, a counter-screen artifact | actives 0.28% (n = 200,000) | Potency, µM (series often up to 38.3 µM), for inactives: top-dose activity change, negative = inhibition, most hits filed as inhibitors | Q27757 | Kinase-Glo luciferase, ATP luminescence, 8 min; further: potency means the concentration at half of the fitted maximal effect; on the % scale 0 is the no-effect control and ±100 the full control effect; nearly all actives have a fitted effect of over 60% in size
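Luminescence was the read-out, taken after 8-minute incubation at ambient temperature. Luciferase turned over luciferin with 10 uM ATP in imidazole pH 7.2 buffer containing KCl, MgCl2, Tween 20 and BSA.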
IMPase Li inh = IMPase inhibition in cells with lithium potentiation. AID 1457. actives 0.35% (n = 210,000). Potency, µM (top dose mostly 59.4 µM), for inactives: top-dose activity, negative = IMPase inhibition, actives largely listed as inhibitors. CHO-M1 cells, IP1 TR-FRET (IP-One), carbachol + lithium;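 further: IP1 builds up when IMPase is blocked and the TR-FRET signal falls; potency means the concentration at half of the fitted maximal effect; plate controls were basal vehicle for no effect and high inhibitor control for full effect; nearly all actives have a fitted effect of over 50% in size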
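Concentration–response in CHO-M1 cells, lithium-potentiated; 30 min at 37C. IP1 detected by competitive TR-FRET after 10 min lysis at RT. Hill-fitted AC50.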
Lamin A splicing = changes lamin A minigene splicing in HeLa cells; Potency, µM (series often up to 46.1 µM), for inactives: at the top dose ratio change, negative = inhibition, actives largely listed as inhibitors; actives 0.01% (n = 200,000); AID 1487; HeLa LMNA splicing GFP/RFP minigene ratio, 48 h; active means well fitted inhibition curve with a large enough effect in the signal ratio, with a control signal flat, not every such curve was filed as active; inconclusive means small, poorly fitted or top-dose-only effect, or effect the other way, or a change in a side signal; the % refers to the signal ratio; further: potency means the concentration at half of the fitted maximal effect; on the % scale 0 is the no-effect control and ±100 the full control effect
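Read-out is the ratio of GFP to DsRed2 object intensity, acquired by 488 nm laser-scanning cytometry on HeLa lamin A-EGFP minigene reporter cells. Compound incubation 48 hrs at 37 °C in Opti-MEM with 2% FBS; DMSO 0.5% final.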
CBFb RUNX1 block = blocks binding between human CBF-beta and RUNX1. Potency, µM (doses to about 59.8 µM), for inactives: at the top dose activity, negative = inhibition, most hits filed as inhibitors. AID 1477. AlphaScreen CBFb-His/RUNX1-biotin binding, biochemical. 230,000 tested, under 10 active. Q01196+Q13951; further: % of control where 0% means no effect
Target sequence (Q01196 whole entry, looked up): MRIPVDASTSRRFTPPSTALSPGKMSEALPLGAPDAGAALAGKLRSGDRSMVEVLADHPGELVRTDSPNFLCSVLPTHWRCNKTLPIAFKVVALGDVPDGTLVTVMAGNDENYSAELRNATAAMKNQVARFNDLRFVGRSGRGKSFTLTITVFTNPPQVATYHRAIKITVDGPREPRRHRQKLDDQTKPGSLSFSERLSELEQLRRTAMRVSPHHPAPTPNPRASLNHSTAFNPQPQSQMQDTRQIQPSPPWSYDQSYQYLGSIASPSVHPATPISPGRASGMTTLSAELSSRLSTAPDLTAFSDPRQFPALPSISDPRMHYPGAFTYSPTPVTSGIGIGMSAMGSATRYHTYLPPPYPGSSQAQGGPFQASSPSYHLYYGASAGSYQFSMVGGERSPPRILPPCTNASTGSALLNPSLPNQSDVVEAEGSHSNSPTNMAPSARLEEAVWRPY
Target sequence (Q13951 whole entry, looked up): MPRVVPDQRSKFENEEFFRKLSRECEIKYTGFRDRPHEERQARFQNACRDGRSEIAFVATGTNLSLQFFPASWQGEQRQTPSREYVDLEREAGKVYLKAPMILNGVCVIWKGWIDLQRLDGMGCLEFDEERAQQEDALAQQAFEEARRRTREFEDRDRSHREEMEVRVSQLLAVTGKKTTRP
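Interaction loss through any mechanism counts as activity. Pre-formed complex of His-CBF-beta and biotin-RUNX1 (30 nM apiece) is incubated with compound 15 min, then with 50 ng nickel and 50 ng streptavidin beads for 90 min before AlphaScreen detection.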
aGal spleen mod = alpha-galactosidase A (human) modulation; human spleen homogenate, 4MU-alpha-Gal fluorescence, 40 min; Potency, µM (highest dose often 80 µM), for inactives: at the highest dose activity change, negative = inhibition, hits mostly inhibitors; actives 0.008% (n = 240,000); AID 2107;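 further: potency means the concentration at half of the fitted maximal effect; 0% = enzyme with vehicle and -100% = no enzyme basal signal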
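Spleen homogenate 1 ug + cpd (titration) + 4-MU-alpha-D-galactopyranoside 1 mM; 37C 40 min; 50 mM citrate/phosphate pH 5.0, 0.01% Tween-20; stop pH 10; fluorescence 365/440; AC50 via Hill.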
The depositor's hits bear a star; ? = inconclusive; / = no result given; & = joins results of further samples; [ ] = another dose, or the depositor's remark. Unless noted, the call rests on the fitted dose curve; in most records, active means well fitted curve in the direction sought with a large enough effect; inconclusive means small, poorly fitted or top-dose-only effect, or another doubt; inactive means no such curve, though single readings can be large; an effect the other way counts as inactive or inconclusive. This is a subset. The share of hits here may be higher or lower than overall.

The opening three compounds, ahead of the listing:
| mol | NPSR antagonist | Epigenetic reg | Luc counter | IMPase Li inh | Lamin A splicing | CBFb RUNX1 block | aGal spleen mod |
| --- | --- | --- | --- | --- | --- | --- | --- |
| Cc1cccc(NC(=O)CN2C(=O)N/C(=C/c3cc(C)n(-c4cccnc4)c3C)C2=O)c1 | 23% | 5.2% | 1% | -9% | / | 0% | -1% |
| Cc1ccc2c(c1)NC(=O)C(CC(=O)Nc1ccc(CN3CCC(C)CC3)cc1)O2 (stereo not given) | 0%[46.1 µM] | -4.6% | 15% | 26%[38.3 µM] | -9% | 4% | -10% |
| CC(=O)Nc1ccc2nc(-c3cccnc3)[nH]c2c1 | 4%[46.1 µM] | -0.8% | -9% | 0% | -7% | -3% | -23% |

Main list, repeating the preview:
| mol | NPSR antagonist | Epigenetic reg | Luc counter | IMPase Li inh | Lamin A splicing | CBFb RUNX1 block | aGal spleen mod |
| --- | --- | --- | --- | --- | --- | --- | --- |
| Cc1cccc(NC(=O)CN2C(=O)N/C(=C/c3cc(C)n(-c4cccnc4)c3C)C2=O)c1 | 23% | 5.2% | 1% | -9% | / | 0% | -1% |
| Cc1ccc2c(c1)NC(=O)C(CC(=O)Nc1ccc(CN3CCC(C)CC3)cc1)O2 (stereo not given) | 0%[46.1 µM] | -4.6% | 15% | 26%[38.3 µM] | -9% | 4% | -10% |
| CC(=O)Nc1ccc2nc(-c3cccnc3)[nH]c2c1 | 4%[46.1 µM] | -0.8% | -9% | 0% | -7% | -3% | -23% |
| Cc1cccc2cccnc12 | / | / | / | -5% | / | 4%[21.7 µM] | 3% |
| CC1(O)CC2C(CC1O)C2(C)C (stereo not given) | / | 0.7% | 1% | 11% | -5% | / | 7% |
| Nc1c(Cl)cnc(C(Cl)(Cl)Cl)c1Cl | -11% | 3.8% | 2% | 17% | -13%[46 µM] | 14% | 0% |
| O=C1/C(=C/c2ccco2)Oc2c1ccc(O)c2CN1CCCCC1 | -33% | 1.3% | 0% | 3% | -10% | -20% | -9% |
| COc1cc(SC)ccc1C(=O)Nc1ncc(C)s1 | -25% | 0.1% | -2% | 4% | ? | 4% | -1% |
| Nc1c2c(nc3ccn(-c4ccccc4)c(=O)c13)CCCCC2 | 1%[46.1 µM] | 0.8% | -3% | 8%[38.3 µM] | 1% | 5% | 0% |
| Cc1cc(OC(=O)CNC(=O)OC(C)(C)C)c2c(C)cc(=O)oc2c1 | -13%[46.1 µM] | -2.5% | -3% | ? | ? | 3% | 2% |
| COc1ccc(OCC(=O)Nc2ccccc2C(=O)N2CCCC2)cc1 | -22%[46.1 µM] | -1.8% | / | / | 1% | -1% | 8% |
| Cc1c(NC(=O)CN2C(=O)C(=O)c3ccccc32)c(=O)n(-c2ccccc2)n1C | -5% | 2.3% | 4% | 4% | -4%[46 µM] | 9% | 0% |
| CCN(CC)CCNC(=O)Cc1c(C(=O)O)n(CC)c2ccccc12 | 17%[46.1 µM] | 0.0% | 2% | -5% | -4% | 9% | -8% |
| Cc1ccc(N=C2NC(=O)S/C2=C\c2ccco2)cc1 | -18% | 0.0% | 2% | -10% | -7% | -4% | 3% |
| CCn1c(C(C)NC(=O)c2cccc(C)c2)nc2ccccc21 (stereo not given) | 7%[46.1 µM] | 0.0% | 5% | 30%[38.3 µM] | -14% | 8% | -4% |
| CCn1c(CNC(=O)COc2ccc(C(C)C)cc2)nnc1SCC(=O)Nc1cc(F)ccc1C | -18%[46.1 µM] | 0.0% | -1% | -28%[38.3 µM] | 30% | 1% | -2% |
| O=C(NCc1ccccc1)C(C(=O)c1ccc(F)cc1)n1ccccc1=O (stereo not given) | 0%[46.1 µM] | -0.9% | 6% | -4%[38.3 µM] | 6% | -2% | -5% |
| CC(=O)O[C@H]1C(=O)[C@@]2(C)C([C@H](OC(=O)c3ccccc3)[C@]3(O)C[C@H](OC(=O)[C@H](O)[C@@H](NC(=O)c4ccccc4)c4ccccc4)C(C)=C1C3(C)C)[C@]1(OC(C)=O)CO[C@@H]1C[C@@H]2O (stereo not given in full) | ? | -0.1%&0.8% | -1% | 4%&2% | ? | -14%&11% | 20%&-1% |
| CCOc1ccccc1OCCCOc1ccc([N+](=O)[O-])cc1Cl | ? | -1.2% | 1% | 34%[activator][38.3 µM] | ? | 29% | -11% |
| COc1ccc(S(=O)(=O)N2CCC(C(=O)NC3CC3)CC2)cc1Cl | -6%[46.1 µM] | -1.0% | 3% | 13%[38.3 µM] | -23% | 6% | -4% |
| NC(=O)c1ccccc1-c1nc(-n2ccnc2)c2ccccc2n1 | / | / | / | 12% | -21% | / | 2% |
| COc1ccc(/C=C2\SC(=S)N(CC(=O)Nc3nnc(C)s3)C2=O)cc1 | -13% | -0.1% | -3% | -4% | -4% | 6%[2.36 µM] | 3% |
| O=C(OC1CCOC1=O)c1cc(-c2ccc(Cl)cc2)nc2ccccc12 (stereo not given) | ? | -1.4% | -7% | 3%[38.3 µM] | 4% | 2% | 12% |
| CN(C)c1nnnn1-c1ccccc1Oc1ncc(C(F)(F)F)cc1Cl | 4% | 1.1% | 2% | -7% | / | 6% | -11% |
| O=C(Nc1cccc([N+](=O)[O-])c1)Nc1cccs1 | 27% | -2.6% | -2% | -4% | 9%[46 µM] | -12% | 5% |
| COc1cccc(NC(=O)c2nnn(Cc3ccc(Br)cc3F)c2N)c1 | -12%[46.1 µM] | 1.5% | 1% | 13%[38.3 µM] | -8% | 8% | 16% |
| O=C(Nc1ccccc1C(F)(F)F)Nc1cccc2ccccc12 | -11%[46.1 µM] | -1.2% | -3% | -5%[38.3 µM] | 26% | 3% | -1% |
| C=CC[C@@](C(C)=O)(C(=O)OC)C(NC(=O)OC)c1ccccc1 (stereo not given in full) | / | -1.1% | 1% | -1% | / | 8% | -14% |
| CSc1ccc(S(=O)(=O)NCc2ccccc2)cc1 | -5%[46.1 µM] | -0.1% | -3% | 15%[38.3 µM] | -3% | 3% | 6% |
| Oc1ccccc1-n1nc2ccc3nonc3c2n1 | 6%[7.67 µM] | -0.4% | / | / | / | 2% | -3% |
| COCCNc1nc(-c2cc(-c3ccccc3)on2)cc(C(C)C)n1 | -20% | -1.9% | / | / | / | 30% | -2% |
| CCN(Cc1ccccc1)Cc1nc(CCc2ccccc2)no1 | 22% | 5.9% | 0% | 14% | 13%[46 µM] | 23% | 7% |
| CCC1=C(C)CN(C(=O)NCCc2ccc(S(=O)(=O)NC(=O)NC3CCC(C)CC3)cc2)C1=O (stereo not given) | / | 2.1% | 1%[39.9 µM] | 6%&3% | ? | -2% | -5% |
| O=C(CNC(=S)N(Cc1ccccc1)Cc1cccnc1)NC1CCCC1 | 11% | -1.0% | 5% | 8% | ? | 4% | -3% |
| Cn1c(=N)n(CC(=O)c2cccs2)c2ccccc21 | -7%[46.1 µM] | 0.0% | -4% | 31%[activator][38.3 µM] | -5% | 4% | 4% |
| CCCCCc1c2c(cc(O)c1C(=O)O)OC(=O)c1c(cc(OC)cc1C(=O)CCCC)O2 | 4% | -0.8%&-0.7% | 3% | -8%&2% | -8% | -1% | 9%&-1% |
| C=C(C(=O)c1ccccc1)C(C)CC(=O)c1ccccc1 (stereo not given) | -15% | 0.0% | 6% | 19% | ? | 3% | -2% |
| CCN(CC)CCNC(=O)c1ccc(NC(=O)c2c(F)cccc2Cl)cc1 | 13% | -1.5% | -1% | 18% | / | ? | -1% |
| COC(=O)c1ccccc1NC(=O)c1ccc(-c2ccc(Br)cc2)o1 | -15%[46.1 µM] | -2.7% | -1% | 20%[38.3 µM] | 3% | -3% | -3% |
| CC(=O)NCCn1c(SCC(=O)NC2CCCCC2)nc2ccccc2c1=O | -5% | 0.1% | 0% | -3% | 9%[46 µM] | 3% | 5% |
| CCCCn1c(SCc2nc(N)nc(Nc3ccccc3C)n2)nc2ccccc2c1=O | -18%[46.1 µM] | 0.0% | -3% | 28%[38.3 µM] | 15% | -8% | -5% |
| O=C1c2ccccc2C(=O)N1CCCCON1C(=O)c2ccccc2C1=O | 6% | 0.6% | -3% | -2% | -3% | 1% | 4% |
| COc1ccc(-c2noc(-c3cc(Cl)ccc3Cl)n2)cc1OC | -5%[46.1 µM] | 3.6% | 4% | -1% | -3% | 11% | -15% |
| CC(C)CC(=O)Nc1cc(NC(=O)CC(C)C)cc(C(=O)NC(C)(C)C)c1 | -12%[46.1 µM] | -1.2% | -2% | 27%[38.3 µM] | 13% | 2% | 3% |
| Cc1nn2c(-c3ccccc3)c(-c3ccccc3)nc2[nH]c1=O | -5%[46.1 µM] | 4.1% | -3% | -22%[38.3 µM] | -2% | -2% | -5% |
| Cn1nc(C(F)(F)F)c(/C=N/OC(=O)c2ccccc2)c1SCc1ccccc1Cl | -20%[46.1 µM] | -1.2% | / | / | -26% | 9% | -12% |
| CC(C)OC(=O)CSc1nnc(CNc2nc(-c3ccccc3)cs2)n1C | -15%[7.67 µM] | -8.6% | -2% | -3%[38.3 µM] | 8% | 0% | 6% |
| COc1cc(C(F)(F)F)c(C(=O)N(C)Cc2cccc(Cl)c2)cn1 | 25% | -1.3% | / | / | / | 1% | 1% |
| O=C(Nc1nc2ccc(S(=O)(=O)N3CCCCC3)cc2s1)c1ccncc1 | 2%[46.1 µM] | -7.9% | -1% | 38%[activator][38.3 µM] | -11% | -2% | 17% |
| O=C(NCC1CCCC(CNC(=O)N2CCc3ccccc32)C1)N1CCc2ccccc21 (stereo not given) | ? | -2.3% | -2% | 9%[38.3 µM] | ? | -1% | 1% |
| COC(=O)c1nn(C23CC4CC(CC(C4)C2)C3)c2c1C(=O)N(c1ccc(F)cc1)C2=O | 1%[46.1 µM] | -1.4% | -3% | 3%[38.3 µM] | 6% | 3% | -14% |
| Cc1onc(-c2c(Cl)cccc2Cl)c1C(=O)NCc1cccs1 | -14% | -1.0% | -3% | -8% | -2% | -15% | -9% |
| COc1ccc(-n2c3nc4ccccc4nc3c3c(=N)oc(C)nc32)cc1 | -27% | -1.0% | -1% | ? | 4% | 2% | -6% |
| Cc1ccnc(SCC(=O)c2ccc(Br)s2)n1 | -22% | 1.1% | -1% | -8% | -11%[9.22 µM] | 10% | -7% |
| Cc1ccc(NC(=O)c2c(C)nc(Nc3nc4ccccc4o3)nc2C)cc1 | -8%[46.1 µM] | 0.7% | -3% | 4%[38.3 µM] | 4% | 5% | 2% |
| NNC(=O)c1cccc(O)c1 | 18% | 0.0% | 3% | -9% | -11% | -8% | 0% |
| CC1(C)OC(=O)C(=CNCCc2ccc(O)cc2)C(=O)O1 | 13% | 4.2% | 4% | -15% | ? | -10% | 0% |
